Screening results: PubChem, several laboratories
EP2 mod = EP2 receptor modulators, cAMP readout, primary screen, cell-based, HTRF cAMP, PGE2 stimulation | Prostaglandin E2 receptor EP2 subtype (Homo sapiens), P43116 | EP2-expressing cells, cAMP HTRF FRET, PGE2 co-stimulation | induction, % at 25 µM | 260,000 compounds, 0.83% hits | AID 940, 2007;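 active = compounds whose cAMP rise, as percent of the full-agonist control response, exceeds 60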;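 also: rat C6 glioma line stably carrying human EP2 under a CMV promoter; the protocol text gives 20 µM as final concentration; 100% = response of wells given 1 µM PGE2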
RBBP9 inh = human RBBP9 inhibitors, primary screen, biochemical, fluorescence polarization, FP-Rh probe, HTS; AID 1515, 2009; 220,000 compounds, 0.2% hits; inhibition, % at 7.94 µM; recombinant RBBP9; Serine hydrolase RBBP9 (Homo sapiens), O75884;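 active = inhibition above the campaign mean of all tested compounds plus 3 SD, cut at about 14% in these data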;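 also: plate controls were DMSO wells with RBBP9 for no effect and wells lacking RBBP9 protein for full effect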
Target sequence (O75884 whole entry, looked up): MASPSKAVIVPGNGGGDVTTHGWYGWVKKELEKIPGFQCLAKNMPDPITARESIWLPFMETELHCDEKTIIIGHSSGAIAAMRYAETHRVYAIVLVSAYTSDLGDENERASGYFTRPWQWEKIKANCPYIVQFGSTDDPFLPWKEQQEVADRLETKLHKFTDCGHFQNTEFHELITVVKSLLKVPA
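Material: RBBP9 protein. Amount: RBBP9 at 2.5 µM in dispensed solution, before mixing. Schedule: 30 min then 45 min, 25 °C. Medium: Tris buffer pH 8.0, NaCl, Pluronic. Measured by: fluorescence polarization. Measure: percent inhibition from mP, scaled between DMSO and no-protein wells. Replication: one well per compound.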
PERK inh = block of dimerizer-induced PERK translation repression, primary screen, PERK inhibitor project, CHO PERK-DD cells, SEAP luminescence, HTS; Eukaryotic translation initiation factor 2-alpha kinase 3 (Homo sapiens), Q9NZJ5; CHO PERK-DD fusion, SEAP luminescence translation reporter; inhibition, % at 5.6 µM; 220,000 compounds, 0.17% hits;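 active = inhibition above the mean inhibition of all tested compounds plus 3 SD, set separately per screening campaign, cut at about 2.9% in these data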;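 also: PERK kinase domain activated by AP20187 dimerizer at 100 nM; 0% = DMSO with dimerizer and 100% = rapamycin at 8.4 µM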
Runt-SMMHC FRET = inhibitors of RUNX1 Runt–CBFb-SMMHC binding, primary screen, biochemical, FRET, Cerulean-Runt, Venus-CBFb-SMMHC, uHTS; Cerulean-Runt/Venus-CBFb-SMMHC FRET ratio 530/480, 1 h; Runt-related transcription factor 1 (Homo sapiens) + Core-binding factor subunit beta …; 220,000 compounds, 0.74% hits; inhibition, % at 20 µM;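 active = mean inhibition across duplicate retests at 20 µM reaching about 50%, limit read from the data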;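 also: 0% = DMSO wells and 100% = wells with excess untagged CBFb-SMMHC; inhibitors lower the FRET ratio by blocking Runt binding to CBFb-SMMHC; some results filed as inactive read as strong as hits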
L929 necroptosis = inhibitors of zVAD-triggered necroptosis, primary screen, L929 cells. 220,000 compounds, 0.38% hits. viability rescue, % at 10 µM. AID 1377, 2008. L929 zVAD necroptosis rescue, ATP luminescence, 24 h; with zVAD 60 µM;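 active = activation, scaled between plate controls, above about 75%, limit read from the data; inactive = activation under that limit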;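 also: 0% = zVAD with DMSO and 100% = DMSO alone without zVAD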
TNF necrop inh = inhibitors of TNF-alpha triggered necroptosis, primary screen, cell-based, Jurkat FADD-/-, single concentration. activation (protection from cell death), % at 10 µM. Jurkat FADD-/- TNF necroptosis rescue, ATP luminescence, 24 h; 0 = TNF only, 100 = no-TNF cells. 220,000 compounds, 0.068% hits;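 active = activation, meaning protection from cell death, of at least 50% relative to plate controls; inactive = activation below 50%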;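 also: necroptosis triggered by 40 ng/mL TNF-alpha added together with compound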
Runt-CBFb FRET = inhibitors of RUNX1 Runt–CBFb binding, primary screen, biochemical, FRET, Cerulean-Runt, Venus-CBFb, uHTS | Cerulean-Runt/Venus-CBFb FRET ratio 530/480, 1 h | 220,000 compounds, 0.46% hits | AID 1496, 2009 | inhibition, % at 20 µM;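 active = inhibition over about 50% at 20 µM in the single-dose screen, limit read from the data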;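 also: 0% = DMSO wells and 100% = excess unlabeled CBFb competitor control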
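System: Cerulean-labeled Runt domain protein | Quantity: 100 nM of each labeled protein | Schedule: 1 h compound exposure, room temperature | Detection: Fluorescence energy transfer, 422 nm excitation, 530/480 nm emission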
PGE2 EP2 inh = human EP2 receptor antagonists, primary screen, TR-FRET cAMP, C6 glioma cells; C6 glioma cells expressing human EP2; cells stimulated with saturating PGE2; Prostaglandin E2 receptor EP2 subtype (Homo sapiens), P43116; 260,000 compounds, 0.52% hits; inhibition, % at 25 µM;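 active = percent inhibition above 40 after rounding to a whole number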;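 also: rat C6 glioma host cells with rolipram phosphodiesterase inhibitor present; the protocol text gives 20 µM as final concentration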
Hck-Nef inh = inhibitors of Nef-activated human Hck kinase, primary screen, biochemical, Z-Lyte FRET, 384-well, Hck-YEEI; inhibition, % at 20 µM; Recombinant Hck-YEEI plus Nef, Z-Lyte FRET kinase assay; 220,000 compounds, 0.68% hits; AID 463187, 2010;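 active = Hck-Nef kinase inhibition above about 50%, limit read from the data; inactive = inhibition below that limit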;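 also: 0% = DMSO with Hck plus Nef and 100% = Hck alone without Nef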
Target sequence (P08631 whole entry, looked up): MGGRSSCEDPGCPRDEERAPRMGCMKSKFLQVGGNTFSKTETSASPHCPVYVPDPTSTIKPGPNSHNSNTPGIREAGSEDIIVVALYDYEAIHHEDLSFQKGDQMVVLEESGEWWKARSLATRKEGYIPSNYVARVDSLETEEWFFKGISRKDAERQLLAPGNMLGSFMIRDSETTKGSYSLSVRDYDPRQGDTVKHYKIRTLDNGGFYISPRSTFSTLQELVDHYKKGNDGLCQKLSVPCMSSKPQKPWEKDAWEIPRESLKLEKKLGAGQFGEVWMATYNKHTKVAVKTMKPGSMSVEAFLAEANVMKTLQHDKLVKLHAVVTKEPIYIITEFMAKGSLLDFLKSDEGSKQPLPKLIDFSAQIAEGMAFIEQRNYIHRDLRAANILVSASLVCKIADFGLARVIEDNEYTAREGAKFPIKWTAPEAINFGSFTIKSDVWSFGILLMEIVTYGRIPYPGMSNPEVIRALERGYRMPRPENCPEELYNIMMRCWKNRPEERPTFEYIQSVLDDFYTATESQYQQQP
Numbers without * were called inactive; x = no result given; & = joins results of further samples.

Values in the order: TNF necrop inh, PERK inh, RBBP9 inh, Runt-SMMHC FRET, L929 necroptosis, Hck-Nef inh, Runt-CBFb FRET, EP2 mod, PGE2 EP2 inh
#1 Cc1ccc(OCc2ccc(Br)cc2)c([N+](=O)[O-])n1
  0.1, 1.9, -2, -1, 0.9, -3, 0, -4, 3
#2 CCOC(=O)C1CCN(C(=O)c2ccccc2Oc2ccccc2)CC1
  -1.6, -0.3, -3, 2, -0.1, 1, -2, -6, 11
#3 CCc1ccccc1NC(=O)Nc1cccs1
  0.5, 0.9, 2, -12, 1.6, 12, 2, -5, 4
#4 O=S(=O)(c1ccc(N2CCCC2)cc1)C(F)(F)F
  -4.5, 1.8, -1, -1, 0.7, 6, -2, 3, 7
#5 COc1cc(NC(=S)NC(=O)CC(C)C)ccc1NC(=O)c1cc2ccccc2o1
  1.6, 0.6, -6, 14, 1.5, 15, 8, 11, 9
#6 O=C(O)COc1c(-c2ccc(Cl)cc2)oc2ccccc2c1=O
  -0.9, 0.4, -3, -3, -0.3, 2, 0, 11, 3
#7 NC(=O)C1(N2CCCCC2)CCN(C(=O)CSc2nc(C(F)(F)F)cc(=O)[nH]2)CC1
  -1.3, 1.6, -3, -2, 0.3, 1, -2, -5, 6
#8 O=C(NNc1nc2ccccc2s1)Nc1ccccc1
  1.1, 0.1, -6, 17, 1.6, 2, 37, -7, 7
#9 CCCC[n+]1c(C)sc2ccc(C)cc21
  -1.5, 0.8, -6, -3, 0.2, 22, -17, 19, 11
#10 CCOC(=O)C(C)Sc1nnc(CSc2nc3nc(C)cc(C)n3n2)o1 (stereo not given)
  0.9, 0.1, -13, 0, 1.3, 0, -1, 10, 2
#11 Clc1ccc(-c2nnc3c4ccccc4nc(N4CCOCC4)n23)cc1Cl
  -8.9, -0.7, -10, 4, -0.2, 1, -1, 22, x
#12 CCc1cc(-c2n[nH]c(=S)n2C(C)c2ccccc2)cs1 (stereo not given)
  -1.5, -0.1, -8, 9, -0.1, 1, 9, 33, 9
#13 Cc1cc(=O)oc(C)c1C(=O)NCC1COc2ccccc2O1 (stereo not given)
  -4.4, 0.8, -6, 0, 0.0, 1, 1, -9, 7
#14 CCOn1c(=O)c(-c2ccc(Cl)cc2)[n+]([O-])c2ccccc21
  0.0, -1.0, -1, -9, 0.4, -1, 5, 2, 3
#15 C/C(CCN1CCc2nc(-c3ccccc3)c(-c3ccccc3)cc2C1)=N\O[C@@H](C)c1cc(-c2c(C)cc(C)cc2C)no1
  1.4, -0.7, -8, -2, 9.2, 0, -2, 29, x
#16 COC(=O)c1ccc2c(c1)NC(=O)C(N1CCOCC1)S2 (stereo not given)
  -1.7, -0.7, 3, 3, -0.2, 1, 1, 13, 7
#17 N#Cc1cn(CC(=O)N2CCCC2)c2ccccc12
  -0.4, 1.5, -6, -1, 0.0, 1, 0, 38, 6
#18 CC(c1nc2ccccc2c(=O)[nH]1)N1CCN(C)CC1 (stereo not given)
  -1.1, -0.9, 4, 1, 0.2, -1, 0, 3, 10
#19 Cc1ccc(CNC(=O)COC(=O)c2cnc(C)cn2)cc1
  0.2, 0.1, -1, -2, 2.5, 1, 0, 13, 12
#20 COc1nc(Nc2ccc3c(c2)OCO3)nc(OC)n1
  -0.6, x, x, 0, 1.7, 0, 2, 0, 10
#21 CCc1nc(Cl)c(C#N)c2c1CCCC2
  1.6, 0.4, -11, 0, 0.0, 2, 1, 38, 4
#22 COc1ccc(Oc2nc(C)nc3c2oc2ccccc23)cc1
  -2.6, 1.1, -3, -9, 1.7, 0, -7, 13, 6
#23 CCCn1nnc(NC(=O)c2cccc(OCC)c2)n1
  -2.1, -0.2, -4, 0, -0.2, 6, 0, -13, 12
#24 COc1cccc(CN(C)CC(=O)Nc2ccccc2C(=O)Nc2ccccc2)c1OC
  2.6, 0.2, -2, -1, -0.1, 4, 1, 31, 6
#25 O=C(CSc1nccc(=O)[nH]1)N1CCN(c2ccccc2)CC1
  0.2, 0.0, -8, -4, -0.2, 4, 2, 15, 8
#26 c1ccc(N2CCOCCOCCOCCOCCOCC2)cc1
  0.4, 0.2, -9, 1, 2.9, 23, 2, 1, 9
#27 O=C(Nc1ccccc1OC(F)(F)F)c1ccc([N+](=O)[O-])cc1
  -0.3, 0.1, -6, -2, 0.0, 9, 0, 6, 8
#28 CC(C)(C)OC(=O)NNC(=O)C12CC3CC(CC(C3)C1)C2
  1.5, 0.8, -8, -2, 6.4, 11, 2, 2, 6
#29 O=C(CC12CC3CC(C1)CC(CC(=O)N1CCCC1)(C3)C2)N1CCCC1
  1.1, 0.5, -3, -3, 0.8, 0, 0, 19, 10
#30 CN1C(=O)N2CN(C3CCCCC3)CN3C(=O)N(C)C1C23 (stereo not given)
  -0.6, -0.8, -6, 0, -0.1, -2, 0, 13, 4
#31 Cc1ccc(S(=O)(=O)NCC2CCC(C(=O)NCc3cccs3)CC2)cc1 (stereo not given)
  0.8, 0.8, -7, -5, 2.3, 24, 0, -2, 9
#32 CCOc1ccc(CC(=O)Nc2ccc(-c3ccc4nnc(C)n4n3)cc2)cc1
  -5.3, -0.2, -2, -2, 0.9, -23, 2, -19, 5
#33 Cc1nn(C)c(C)c1N1C(=O)c2cccc3c(N)ccc(c23)C1=O
  -0.9, 1.2, 0, -163, 0.1, -12, -306, 39, 23
#34 Nc1c(N(CCO)C(=O)C2CCCCC2)c(=O)[nH]c(=O)n1Cc1ccccc1
  0.6, 0.5, -7, -5, -0.7, -5, 2, -1, 7
#35 COc1cccc(/C=N/NC(=O)c2[nH]c(C)c(C(=O)N/N=C/c3cccc(OC)c3O)c2C)c1O
  -16, 0.3, -3, 21, 0.8, 4, 6, -26, 20
#36 COCCNC(=O)c1nn(-c2cc(OC)cc(OC)c2)c(=O)c2ccccc12
  1.5, -0.4, 6, -2, 1.9, -3, 0, -10, 9
#37 O=C(C1CCN(S(=O)(=O)c2ccc3c(c2)OCCO3)CC1)N1CCc2ccccc21
  1.1, 0.3, -3, 0, 0.8, -1, 1, -17&-88, 7&14
#38 Cc1cc2c(NS(=O)(=O)c3ccc(F)cc3)cccc2nn1
  -0.9, 1.7, -8, 1, 1.9, -9, 10, 5, 4
#39 O=C(CSc1nc(-c2ccc(F)cc2)cs1)N1CCOCC1
  2.8, 0.5, -6, -3, -0.7, -5, 0, -21, 8
#40 C=CCSc1nc2sc3c(c2c(=O)n1CC=C)CCc1ccccc1-3
  0.2, 1.1, -5, -4, 5.8, 2, 7, 41, 8
#41 CCOC(=O)C1=C(CN2CCSCC2)NC(=O)NC1c1cc(C)ccc1C (stereo not given)
  -0.2, -1.2, -16, 1, 0.4, -1, -2, 6, 4
#42 CCC(OC(=O)c1ccco1)C(=O)NCc1ccco1 (stereo not given)
  -1.8, 0.9, -3, 1, 0.4, -1, 0, -4, 8
#43 CCC1(C)CC(c2nc(-c3ccc(OC)cc3)cs2)CCS1 (stereo not given)
  1.0, 0.3, -8, 1, 3.1, 1, -2, 17, 3
#44 Cc1cc(C(=O)NCc2ccco2)cs1
  7.3, 0.2, -3, -2, 2.7, -6, 3, 7, 3
#45 Cc1ccccc1Nc1nnc(SCC(=O)Nc2ccccc2[N+](=O)[O-])s1
  0.9, 0.6, -8, 1, 0.7, 3, 3, -17, 8
#46 CCC(C)(C)NC(=O)c1ccc(S(=O)(=O)N2CCCCCC2)cc1
  2.6, -0.2, -2, 2, 3.8, 16, -1, -21, 4
#47 CC(=O)c1sc2nc(-c3ccc(C)cc3)c3c(c2c1N)CCCC3
  1.0, 0.3, -7, 10, 3.8, 4, 3, 72*, 18
#48 CSc1ccccc1C(=O)Nc1c(C)cccc1C
  -0.7, 1.0, -3, -1, -0.4, 7, 0, -16, 2
#49 CC(C)(C)c1ccc(C(=O)NCc2cccnc2)cc1
  1.1, -0.3, 2, 2, 5.7, 3, -3, -9, 8
#50 CCOC(=O)Cc1csc(NC(=O)c2c(-c3ccccc3)noc2C)n1
  2.0, -0.6, -1, 2, -0.1, 1, -1, -6, 23

(listing goes on)
Values in the order: TNF necrop inh, PERK inh, RBBP9 inh, Runt-SMMHC FRET, L929 necroptosis, Hck-Nef inh, Runt-CBFb FRET, EP2 mod, PGE2 EP2 inh
#51 O=C(CNCCC1=CCCCC1)Nc1ccccc1N1CCCCC1
  0.9, -1.1, -4, -8, 0.0, -1, -6, 39, 7
#52 Cc1ccc(C(=O)/C=C/Nc2ccccc2C(N)=O)cc1
  -3.9, 0.1, -4, 18, -0.1, 9, 3, -3, 13
#53 O=C1CC(=O)N(Cc2cccs2)C(=O)N1
  -0.9, 0.6, -9, -6, -0.1, 0, 3, 32&-8, 11&7
#54 O=C(NN1C(=O)C2CC=C(Cl)CC2C1=O)c1ccncc1 (stereo not given)
  0.6, 2.0, -8, -1, -0.7, 14, 3, 6, 7
#55 O=C(O)CSCC(=O)Nc1ccccc1
  0.3, -0.5, -2, x, 1.5, 8, x, x, 9
#56 Nn1c(-c2ccccc2Cl)nnc1-c1ccccc1Cl
  1.5, 0.5, -1, 0, x, -6, 4, -27, 4
#57 CCCN(CC1CC1)C(=O)COc1ccccc1C(=O)NCc1ccccc1
  0.8, -1.1, -2, -8, 0.3, -2, 0, 14, 4

An excerpt; count on the stated rates, not on these rows.
